Screening results deposited in PubChem BioAssay by National Center for Advancing Translational Sciences (NCATS).
ELG1 genotoxic: qHTS screen for small molecules that induce genotoxicity in human embryonic kidney (HEK293T) cells expressing luciferase-tagged ELG1 | 330,000 tested, 1.3% active | Potency, µM (titrated, usually from 46 µM), for the others: at the highest dose activity change, positive = activation, hits mostly activators | AID 504466, 2011 | HEK293T ELG1-luciferase reporter, luminescence, 16 h; also: potency is read from the fitted curve at half-maximal effect; % of control where 0% means no effect; nearly all actives have a fitted effect of over 60% in size
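Cells (2,000/well) expressing the ELG1-luciferase fusion are dosed by pin tool and kept 16 hr at 37 °C, 5% CO2. Signal comes from ONE-Glo luciferase reagent after 30 min at room temperature.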
B2AR arrestin: qHTS assay of beta-arrestin-biased ligands of beta2-adrenergic receptor | beta-arrestin recruitment to beta2AR, cell-based reporter | Potency, µM (top dose mostly 46.1 µM), for the others: at the highest dose activation, most hits filed as activators | 330,000 tested, 0.02% active | AID 492947, 2010;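 also: potency is read from the fitted curve at half-maximal effect; 0% = DMSO controls and full agonism = EC100 isoproterenol or metaproterenol; nearly all actives have a fitted effect of over 65% in size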
USP2a block: qHTS Assay for Inhibitors of Ubiquitin-specific Protease USP2a Using CHOP2 as the Reporter; Ubiquitin carboxyl-terminal hydrolase 2 (Homo sapiens), O75604; USP2 core, Ub-CHOP2 coupled fluorogenic reporter, 485/531; Potency, µM (series often up to 38.3 µM), for the others: top-dose activity change, negative = inhibition, usual class: inhibitors; 330,000 tested, 0.01% active; AID 463254, 2010;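 also: potency is read from the fitted curve at half-maximal effect; plate controls were DMSO wells for no effect and full inhibition by NEM control for full effect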
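Deubiquitinase activity read as fluorescence (485/531 nm) after Ub-CHOP2 cleavage activates the enterokinase reporter on its substrate; USP2 core 10nM, Ub-CHOP2 and substrate 25nM each, 30min compound preincubation then 60min RT; data normalized to NEM, curves fitted.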
a7 integrin act: qHTS for Activators of Integrin-Mediated Alleviation for Muscular Dystrophy | alpha7betagal myoblasts, beta-gal FDG fluorescence, 48 h | Potency, µM (series often up to 38.3 µM), for the others: at the highest dose activation, hits mostly activators | 350,000 tested, 0.064% active;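 also: potency is read from the fitted curve at half-maximal effect; 100% = response of the positive control SU9516; nearly all actives have a fitted effect of over 60% in size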
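alpha7betagal+/- myoblasts (passage 13, 250/well) treated 48 h at 37C with compounds at 1:260 dilution of DMSO stock. Lysed, then beta-galactosidase activity read as FDG fluorescence (ex 480/em 540) after 30 min, with pre-read for autofluorescence.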
TRPV1 ag: HTS Assay for Compounds that Act as Agonists of the Vanilloid Receptor 1 | Transient receptor potential cation channel subfamily V member 1 (Homo sapiens), Q8NER1 | activation, % at 8.33 µM | 320,000 tested, 0.19% active | TRPV1-expressing cells, Fluo-8 calcium influx, agonist mode; in the data active = activation above about 80%; inconclusive = between about 30% and that limit; also: 0% is about no effect
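TRPV1-expressing cells were cultured overnight at 35.5C and loaded with Fluo-8 calcium dye for 40 to 90 min at room temperature. After a 10 s baseline, compound was added and calcium influx was read kinetically for 3 min (ex 480/em 520 nm).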
p53 reactivator: qHTS assay for re-activators of p53 using a Luc reporter; Potency, µM (titrated, usually from 92.2 µM), inactives show at the top dose activity change, positive = activation, most hits filed as activators; 320,000 tested, 0.063% active; H1299 p53-A138V BP100-luciferase reporter, luminescence, 24 h; also: potency is read from the fitted curve at half-maximal effect; % of control where 0% means no effect; nearly all actives have a fitted effect of over 45% in size
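H1299 (p53-null), stable ts p53-A138V + BP100-Luc; 1000 cells/well, Opti-MEM/10% FBS; cpd 4 pt, 1:5; 24 h, 37 deg C, 5% CO2; detection reagent 10 min RT; luminescence.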
BRCA1 expr act: qHTS Assay to Identify Small Molecule Activators of BRCA1 Expression | Potency, µM (series often up to 46.1 µM), for the others: at the highest dose activation, most hits filed as activators | MCF7-BRCA1-FFLuc reporter, luminescence, 48 h; response scale: scaled: vehicle 0%, 10 µM genistein 100% | 380,000 tested, 1.1% active; also: potency is read from the fitted curve at half-maximal effect; nearly all actives have a fitted effect of over 80% in size; some results filed as inactive show a strong effect at the top dose
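MCF7-BRCA1-FFLuc cells, 2000/well in phenol-red-free MEM, attached 2 h then treated 48 h at 37 C. Luciferase luminescence read 15 min after reagent; normalized to genistein maximum activation (10microM) and DMSO, concentration-response fitted.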
PTAP TSG101 blk: qHTS Assay for Iinhibitors of HIV-1 Budding by Blocking the Interaction of PTAP/TSG101. Tumor susceptibility gene 101 protein (Homo sapiens), Q99816. Fluorescence polarization, FITC-PTAP peptide / Tsg101 binding. Potency, µM (top dose mostly 115 µM), without a hit: top-dose activity change, negative = inhibition, usual class: inhibitors. 340,000 tested, under 10 active; active = well fitted inhibition curve with a large enough effect in the main read-out, with a control signal flat, not every such curve was filed as active; inconclusive = small, poorly fitted or top-dose-only effect, or effect the other way, or a change in a side signal; inactive = no such curve, though single readings can be large or run the other way; also: potency is read from the fitted curve at half-maximal effect; % of control where 0% means no effect
Target sequence (Q99816 whole entry, looked up): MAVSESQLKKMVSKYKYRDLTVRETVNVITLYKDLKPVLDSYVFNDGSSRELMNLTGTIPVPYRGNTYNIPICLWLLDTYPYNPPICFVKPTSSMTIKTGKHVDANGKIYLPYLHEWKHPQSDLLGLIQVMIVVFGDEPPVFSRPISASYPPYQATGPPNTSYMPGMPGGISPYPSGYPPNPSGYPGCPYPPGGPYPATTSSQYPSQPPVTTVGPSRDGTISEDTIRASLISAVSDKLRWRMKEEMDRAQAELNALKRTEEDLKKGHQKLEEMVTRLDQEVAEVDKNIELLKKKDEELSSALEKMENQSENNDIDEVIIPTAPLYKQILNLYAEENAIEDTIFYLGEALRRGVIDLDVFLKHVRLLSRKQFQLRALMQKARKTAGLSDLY
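Fluorescence anisotropy tracks displacement of a FITC-tagged PTAP peptide (50 nM) from the Tsg101 binding domain (10 uM), following a 20 min room-temperature incubation at pH 7.5.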
uPA generation: qHTS for Inhibitors of Cell Surface uPA Generation; cell surface uPA generation assay, qHTS; 330,000 tested, 0.31% active; Potency, µM (series often up to 38.3 µM), inactives show at the top dose activity change, negative = inhibition, most hits filed as inhibitors; active = well fitted inhibition curve with a large enough effect; inconclusive = small, poorly fitted or top-dose-only effect; inactive = no such curve, though single readings can be large or run the other way; tested in mouse RAW 264.7 cells; also: potency is read from the fitted curve at half-maximal effect; % is scaled to controls: 0 for no effect and ±100 for the full control effect; nearly all actives have a fitted effect of over 55% in size
ASM inhibitor: Inhibitors of Secretory Acid Sphingomyelinase (S-ASM): qHTS; Sphingomyelin phosphodiesterase (Homo sapiens), P17405; Potency, µM (titrated, usually from 57.5 µM), for the others: at the top dose activity change, negative = inhibition, hits mostly inhibitors; placental ASM, HMU-PC fluorogenic substrate, 60 min; 340,000 tested, 0.006% active; also: potency is read from the fitted curve at half-maximal effect
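HMU-PC0 cleavage (9 uM final) by human placental ASM, 60 min at 37 °C following 10 min compound exposure at RT; stopped at pH 10, fluorescence Ex 386/Em 447 nm.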
Eya2 phos inh: qHTS Assay for Inhibitors of the Phosphatase Activity of Eya2 | Potency, µM (highest dose often 76.9 µM), inactives show at the highest dose activity, negative = inhibition, hits mostly inhibitors | recombinant Eya2, OMFP fluorescence dephosphorylation (OMFP is methylfluorescein phosphate) | 330,000 tested, 0.006% active; also: potency is read from the fitted curve at half-maximal effect; % is scaled to controls: 0 for no effect and ±100 for the full control effect
Target sequence (O00167 whole entry, looked up): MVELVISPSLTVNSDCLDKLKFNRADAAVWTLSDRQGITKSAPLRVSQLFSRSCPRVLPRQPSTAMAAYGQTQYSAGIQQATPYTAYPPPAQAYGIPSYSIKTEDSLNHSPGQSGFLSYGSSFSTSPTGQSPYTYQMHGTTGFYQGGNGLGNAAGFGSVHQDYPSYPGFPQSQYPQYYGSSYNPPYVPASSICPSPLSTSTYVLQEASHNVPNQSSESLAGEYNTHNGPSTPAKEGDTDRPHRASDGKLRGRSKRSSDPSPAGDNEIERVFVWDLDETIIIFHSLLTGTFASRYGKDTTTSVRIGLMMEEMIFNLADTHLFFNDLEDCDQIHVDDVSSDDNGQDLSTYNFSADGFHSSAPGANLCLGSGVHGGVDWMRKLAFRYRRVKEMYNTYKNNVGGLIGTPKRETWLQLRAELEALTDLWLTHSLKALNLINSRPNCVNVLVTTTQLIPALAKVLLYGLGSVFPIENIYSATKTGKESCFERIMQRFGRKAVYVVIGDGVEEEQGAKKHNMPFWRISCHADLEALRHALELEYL
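Eya2 protein (added as 0.2 uM solution) was preincubated with compound for 10 min at ambient temperature in 50 mM HEPES pH 7.5, 50 mM NaCl, 5 uM MgCl2, 0.05% BSA, 1 mM DTT. OMFP (added at 50 uM) then reacted 10 min; fluorescence read at 485/525 nm.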
Active calls of the source: *; ? = inconclusive; nt = not tested or not shown; & = joins results of further samples; [ ] = dose if it differs, or a comment. Unless noted, calls follow the shape of the dose curve; as a rule, active = well fitted curve in the direction sought with a large enough effect; inconclusive = small, poorly fitted or top-dose-only effect, or another doubt; inactive = no such curve, though single readings can be large; an effect the other way counts as inactive or inconclusive.

Results follow in this order: a7 integrin act | TRPV1 ag | ASM inhibitor | Eya2 phos inh | uPA generation | PTAP TSG101 blk | BRCA1 expr act | ELG1 genotoxic | p53 reactivator | USP2a block | B2AR arrestin
CCOC(=O)C(NCc1ccc(OC)cc1)(NC(C)=O)C(F)(F)F (stereo unspecified)
    -5% | -1 | 4% | 3% | 4% | -3% | -15% | 0% | -3% | 4% | -1.8%
Nc1c(Cl)ncnc1NCCO
    -14% | 1&2 | 5% | -3%&10% | 8% | -4% | 17% | 0%&1% | 1%&0% | 2%&0% | -0.2%&-1.1%
O=C1c2ccccc2NC(c2cccc(Cl)c2)N1N=C1CCCCCC1 (stereo unspecified)
    -2% | 4 | 176%[activator] | -7% | -9% | 2% | 4% | 0% | -1% | 0% | 0.1%
Cc1cc(C)c(C#N)c(SCc2ccc3c(c2)OCO3)n1
    -16% | 4 | -11% | -13% | 5% | 0% | 0% | 2% | -4% | -1% | -0.5%
CCN1CCN(S(=O)(=O)c2ccc(Cl)c(C(=O)N(CC)Cc3ccccc3)c2)CC1
    -36% | 25 | 3% | -8% | -2% | 1% | -3% | -4% | 1% | 1% | 0.1%
CCOC(=O)c1ccc(NC(=O)CN(c2ccc(C)cc2)S(=O)(=O)c2c(C)nn(C)c2C)cc1
    -19% | 3 | -8% | -8% | -6% | -4% | -19% | -8% | 3% | -1% | 0.4%
COc1ccc(-c2nc(-c3ccc(Br)cc3)no2)c(OC)c1
    34% | 1 | 6% | nt | 6% | nt | 79% | nt | nt | nt | nt
O=C(C1=C[C@@H](C2CC2)C[C@@H](OCCCCO)O1)N1CCOCC1
    18% | -3 | 7% | 5% | -2% | -8% | 7% | 8% | -4% | 1% | -0.3%
Cc1c(/C=N/O)c2ccccn2c1C(=O)c1ccc(F)cc1
    ? | -3 | 0% | -3% | 3% | -3% | -17% | -6% | -11% | -7% | 0.2%
COc1cc(NS(=O)(=O)c2ccc(NC(=O)/C(=C\c3ccccc3OC)NC(=O)c3ccccc3)cc2)nc(OC)n1
    -9% | 2 | 0% | 10% | 3% | -7% | 9% | -4% | 4% | 1% | -0.1%
Cc1cc(Cl)ccc1NC(=O)/C=N/O
    ? | 0 | 0% | -6% | -22% | -3% | 8% | -1% | -2% | 6% | 0.8%
COCCN(C(=O)COC(=O)CSc1ccc(Cl)cc1)c1c(N)n(CC(C)C)c(=O)[nH]c1=O
    14% | -3 | -2% | 24% | -9% | -1% | -2% | 2% | -2% | 0% | -0.3%
CN(CCOc1ccccc1)C(=O)C1CCC(=O)N(CCCN2CCOCC2)C1 (stereo unspecified)
    2% | 1 | 0% | -1% | 4% | -4% | 14% | 1% | 2% | 1% | 0.3%
Cn1nc(C(=O)Nc2ccccc2Cl)cc1C(=O)Nc1ccccc1Cl
    15% | nt | 5% | nt | 0% | 2% | -12% | nt | nt | nt | nt
Cc1c(CN(C)CCc2ccccc2)c(=O)n(-c2ccccc2)n1C
    -14% | -3 | 3% | -1% | 9% | -2% | -4% | -5% | 0% | -1% | 0.1%
Cc1cccc(NC(=O)Nc2c(C)[nH]c(=O)[nH]c2=O)c1C
    -13% | -4 | 7% | 1% | 5% | -2% | -1% | -1% | -4% | 3% | -0.3%
O=C(O)c1cc(N/N=C/c2ccc3c(c2)OCCO3)ccc1Cl
    ? | 0 | -4% | 8% | -2% | 1% | ? | 0.29µM* | nt | -2% | -0.1%
CCNC(=O)CSc1nnc(CN2CCCCCC2=O)n1-c1ccccn1
    -21% | -1 | 3% | -7% | 5% | -3% | 20% | 0% | 8% | 2% | 0.5%
CCCCN(C)C(=O)c1nc2ccccn2c1CN1CCN(c2ccccn2)CC1
    -3% | 0 | -5% | 1% | -3% | -3% | 0% | 0% | -1% | 1% | -0.1%

Compounds above that contain a Cl atom (7):
Results follow in this order: a7 integrin act | TRPV1 ag | ASM inhibitor | Eya2 phos inh | uPA generation | PTAP TSG101 blk | BRCA1 expr act | ELG1 genotoxic | p53 reactivator | USP2a block | B2AR arrestin
Nc1c(Cl)ncnc1NCCO
    -14% | 1&2 | 5% | -3%&10% | 8% | -4% | 17% | 0%&1% | 1%&0% | 2%&0% | -0.2%&-1.1%
O=C1c2ccccc2NC(c2cccc(Cl)c2)N1N=C1CCCCCC1 (stereo unspecified)
    -2% | 4 | 176%[activator] | -7% | -9% | 2% | 4% | 0% | -1% | 0% | 0.1%
CCN1CCN(S(=O)(=O)c2ccc(Cl)c(C(=O)N(CC)Cc3ccccc3)c2)CC1
    -36% | 25 | 3% | -8% | -2% | 1% | -3% | -4% | 1% | 1% | 0.1%
Cc1cc(Cl)ccc1NC(=O)/C=N/O
    ? | 0 | 0% | -6% | -22% | -3% | 8% | -1% | -2% | 6% | 0.8%
COCCN(C(=O)COC(=O)CSc1ccc(Cl)cc1)c1c(N)n(CC(C)C)c(=O)[nH]c1=O
    14% | -3 | -2% | 24% | -9% | -1% | -2% | 2% | -2% | 0% | -0.3%
Cn1nc(C(=O)Nc2ccccc2Cl)cc1C(=O)Nc1ccccc1Cl
    15% | nt | 5% | nt | 0% | 2% | -12% | nt | nt | nt | nt
O=C(O)c1cc(N/N=C/c2ccc3c(c2)OCCO3)ccc1Cl
    ? | 0 | -4% | 8% | -2% | 1% | ? | 0.29µM* | nt | -2% | -0.1%

In the list so far, 2 have fluorine:
Results follow in this order: a7 integrin act | TRPV1 ag | ASM inhibitor | Eya2 phos inh | uPA generation | PTAP TSG101 blk | BRCA1 expr act | ELG1 genotoxic | p53 reactivator | USP2a block | B2AR arrestin
CCOC(=O)C(NCc1ccc(OC)cc1)(NC(C)=O)C(F)(F)F (stereo unspecified)
    -5% | -1 | 4% | 3% | 4% | -3% | -15% | 0% | -3% | 4% | -1.8%
Cc1c(/C=N/O)c2ccccn2c1C(=O)c1ccc(F)cc1
    ? | -3 | 0% | -3% | 3% | -3% | -17% | -6% | -11% | -7% | 0.2%
